RAD54 branch: blocks human RAD54 Holliday junction branch migration | Q92698 | FAM/BHQ fluorescence | inhibition, % at 10.4 µM | 0.14% of 360,000 active | AID 602329;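 active = mean normalized replicate activity at least 40 and at least half of replicates scoring 40 or more; inconclusive = only one of the two criteria met; inactive = mean below 40 and under half of replicates reaching 40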;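 also: 0% = median of neutral control wells and 100% = median of positive control wells; inhibitors cause a drop in the FAM fluorescence signal; in these data hits start at about 50%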
F508del corr: correctors of CFTR F508del function in bronchial epithelial cells; 0.36% of 350,000 active; CFBE cells, YFP halide quenching; stimulated with forskolin plus potentiator P3; % fluorescence drop versus neutral controls; activity (quench increase), % at 7.58 µM;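 active = mean added fluorescence quench of at least 8% versus neutral control, with both replicates also reaching 8%; inconclusive = only one of the mean or replicate conditions met; inactive = mean below 8% and not both replicates reaching 8%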;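 also: cells transiently co-express mutant CFTR-F508del with the halide-sensitive YFP; corrector assay measuring rescue of mutant channel to the surface after 24 h compound exposure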
INS-1E GSIS act: GLuc luminescence reporter in INS-1E cells, primary screen for activators of glucose-dependent secretion of insulin; activation, % at 16.6 µM; 0.61% of 370,000 active; INS-1E GLuc reporter insulin secretion, 2-3 h;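 active = lowest replicate activation of at least 40%, so every replicate reaches that level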;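 also: 0% = median of neutral control wells and 100% = median of IBMX positive control wells; some compounds called inactive have numbers as strong as hits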
ARNT TACC3 PPI: ARNT/TACC3 interaction disruption; Q9Y6A5; AlphaScreen His-ARNT PAS-B/GST-TACC3 binding, luminescence; TACC3 fragment carries E629A point mutation; inhibition, % at 9.99 µM; 0.66% of 390,000 active;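 active = mean inhibition of replicates at least 50% and at least half of replicates each reaching 50%; inconclusive = half or more replicates reach 50% but mean below 50%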;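 also: 0% = complete ARNT plus TACC3 wells and 100% = ARNT alone without TACC3; many hits fall short of the cut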
esBAF inh: SWI/SNF esBAF complex inhibition; AID 602393; reporter increase, % at 12.5 µM; mouse ES cells, Bmi1-luciferase knock-in reporter, 24 h; 100% = twice the neutral-well signal; 2% of 350,000 active; in the data active = activation above about 40%; inconclusive = no clear call, values can overlap the other calls;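 also: 0% = median of the plate's neutral control wells and 100% = double that signal; a rise in the Bmi1 reporter signal indicates esBAF inhibition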
XiGFP reactiv: reactivates the inactive X chromosome in mouse fibroblasts | activation, % at 7.58 µM | XiGFP mouse fibroblasts, % GFP-positive cells imaging, 3 d; cells co-treated with 5-aza-dC sensitizer; scaled so ellipticine positive control = 100% | 0.055% of 360,000 active | AID 743238;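 active = mean normalized replicate activation at least 10% and every replicate at or above 10%; inconclusive = only one of the two criteria met; inactive = mean below 10% and not all replicates reach 10%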;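 also: 0% = median of on-plate neutral control wells and 100% = ellipticine 6 µM median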
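Material: XiGFP fibroblasts, SV40-immortalized. Buffer or medium: DMEM plus 5-aza-dC sensitizer. Compound: single concentration per compound, delivered by pin transfer. Times: 3 days compound exposure. Controls: ellipticine 6 µM.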
RAD52 anneal inh: blocks human RAD52 DNA annealing | 0.46% of 360,000 active | AID 651710 | recombinant RAD52 DNA annealing, FRET fluorescence | P43351 | inhibition, % at 18.7 µM;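 active = every replicate showing at least 50% inhibition; inconclusive = mean inhibition at least 50% but not in every replicate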
Target sequence (P43351 whole entry, looked up): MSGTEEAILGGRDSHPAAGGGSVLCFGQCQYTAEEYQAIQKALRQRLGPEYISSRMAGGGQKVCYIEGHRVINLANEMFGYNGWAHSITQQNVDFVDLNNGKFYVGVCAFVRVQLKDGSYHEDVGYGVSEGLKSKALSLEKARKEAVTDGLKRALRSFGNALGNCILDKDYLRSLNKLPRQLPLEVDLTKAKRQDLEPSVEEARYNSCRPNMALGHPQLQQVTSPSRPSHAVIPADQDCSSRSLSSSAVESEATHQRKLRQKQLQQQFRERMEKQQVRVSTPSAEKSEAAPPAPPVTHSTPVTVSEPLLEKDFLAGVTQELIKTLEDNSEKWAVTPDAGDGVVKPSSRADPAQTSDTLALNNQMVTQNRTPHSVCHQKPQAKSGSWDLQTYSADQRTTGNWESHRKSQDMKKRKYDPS
ERAP1 inh: inhibitors of human ERAP1 aminopeptidase; 0.15% of 340,000 active; recombinant ERAP1, Leu-AMC fluorescence, 60 min; Q9NZ08; inhibition, % at 10.7 µM; AID 652197;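 active = mean replicate inhibition of at least 30%, or all replicates individually reaching that 30% level; inactive = mean below 30% and not every replicate reaching it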;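 also: 0% = neutral control wells and 100% = L-leucinethiol positive control wells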
Active calls of the source: *; ? = inconclusive; · = no result given; & = joins results of further samples. An unsorted share of the library; about 3.3% have a hit in one of these screens.

SMILES	RAD54 branch	F508del corr	INS-1E GSIS act	ARNT TACC3 PPI	esBAF inh	XiGFP reactiv	RAD52 anneal inh	ERAP1 inh
CO/N=C1\CCCc2c(C(=O)NN)sc(SC)c21	-16	-0.1	7	-7	·	0.0	-61	-2
Cn1ncc2c(NCc3cccc(C(F)(F)F)c3)c(C(=O)O)cnc21	·	-1.3	-13	·	·	0.0	-7	-1
Cc1cc(C)cc(N(C(=O)CNC(=O)c2ccco2)C(C(=O)NC2CCCCC2)c2ccncc2)c1 (stereo not given)	-2	1.6	9	0	1	0.6	-7	-6
COC(=O)[C@@H]1[C@@H](CO)[C@@H]2Cn3c(ccc(-c4ccc(OC)cc4)c3=O)[C@@H]2N1C	1	·	12	27	-4	0.8	-49	-10
COc1ccccc1C(=O)NC(=S)Nc1ccc(Cc2ccncc2)cc1	2	0.7	4	9	-3	0.0	-8	2
CN(C)S(=O)(=O)c1ccc(Cl)c(NC(=O)CN2CCNC(=O)C2)c1	·	-0.6	19	6	·	0.0	-17	-1
CC=Cc1ccc2n(c1=O)C[C@@H]1[C@@H](CO)[C@H](C(=O)NC3Cc4ccccc4C3)N(CCC)[C@H]21 (mixture of isomers)	-6	-1.3	-8	4	-3	0.2	-8	0
O=C(NC(=S)Nc1ccc(S(=O)(=O)Nc2nccs2)cc1)c1ccc(Br)o1	·	-1.3	18	52*	·	0.0	-43	-1
C[C@@H]1CN([C@@H](C)CO)C(=O)c2cc(NC(=O)Nc3ccc4c(c3)OCO4)ccc2O[C@@H](C)CCCCO[C@@H]1CN(C)CC1CCCCC1	-3	0.9&2.5	-5&-39	16	-4	-0.1&-0.2	14&7	-5&0
C[C@@H]1CN([C@H](C)CO)C(=O)Cc2cc(NC(=O)Nc3ccccc3)ccc2O[C@H]1CN(C)Cc1ccc(C(F)(F)F)cc1	4	2.4	-4	2	5	-0.1	-20	-4
Fc1ccc(Cc2nnc(-c3cccs3)o2)cc1	2	0.3	3	-1	?	0.2	-9	-3
CC(=O)Nc1cccc(OCc2ccc(S(=O)(=O)Cc3ccccc3)cc2)c1	11	·	3	-25	·	0.0	·	·
C[C@H](CO)N1C[C@H](C)[C@@H](CN(C)C(=O)Nc2ccc3c(c2)OCO3)Oc2c(NC(=O)c3cnccn3)cccc2C1=O	-5	0.8	9	0	2	-0.9	4	0
COCC(=O)N1CCCCN2[C@H](C1)[C@@H](c1ccc(-c3cccc(C)c3)cc1)[C@@H]2CO	6	-5.2	-1	-2	·	0.2	-2	1
O=C(O)c1c(C(=O)O)c(-c2ccc(Cl)c(Cl)c2)n2c1CSC2	-14	-0.5	·	-5	-5	0.2	-30	-1
O=C(Nc1ccccc1[N+](=O)[O-])c1cccc(N2C(=O)CCC2=O)c1	-5	-3.5	7	-1	3	0.0	-7	4
C=CCn1cnnc1SCC(=O)N(C)CC1COc2ccccc2O1 (stereo not given)	12	4.1	25	-1	-3	0.3	6	-6
Nc1ccccc1C(=O)N=Nc1[nH]c(N)c2ccccc12	·	0.9	5	62*	·	0.2	-16	2
C[C@@H]1CN([C@@H](C)CO)C(=O)c2cccc(NC(=O)C3CCCCC3)c2O[C@@H]1CN(C)S(=O)(=O)c1ccc(F)cc1	-6	-1.7	-17	5	-2	0.0	10	-1
O=C(O)c1ccc(N2C(=O)CC(N3CCN(c4cccc(C(F)(F)F)c4)CC3)C2=O)cc1 (stereo not given)	1	0.2	-7	-18	-6	0.0	12	2
COc1ccc(CC(=O)OCC(=O)Nc2ccc3c(c2)OCCO3)cc1OC	·	1.9	38	-7	-2	0.0	-25	0
C[C@H](NC(=O)C[C@H]1C[C@@H]2c3cc(NC(=O)NC4CCCCC4)ccc3O[C@@H]2[C@H](CO)O1)c1ccccc1	3	0.7	18	31	0	-0.1	-14	-1
Cc1ccccc1OCC(=O)Nc1ccc(N2CCOCC2)cc1N1CCOCC1	-1	0.2	-35	9	-4	-0.1	-8	2
Cn1c(-c2ccc(Cl)cc2)cnc1NCc1cc2c(cc1[N+](=O)[O-])OCO2	6	·	-11	7	·	0.1	-3	3
CCCC#Cc1cnc2c(c1)C(=O)N([C@H](C)CO)C[C@H](C)[C@@H](CN(C)Cc1ccccc1F)O2	·	0.5	-6	·	1	0.4	·	·
O=C(COC(=O)c1ccc(Cl)cc1[N+](=O)[O-])NCc1ccco1	1	-1.4	·	3	-6	0.1	-11	-2
O=[N+]([O-])c1ccccc1CNCCCCCO	-8	1.4	1	0	-5	3.3	-4	-3
CCS(=O)(=O)Nc1ccc(NC(C)=O)cc1	-9	·	4	·	-6	·	2	0
C/C(CC(=O)Nc1ccccn1)=N\NC(=O)c1cnccn1	·	-0.9	6	12	·	0.2	-8	0
CCOC(=O)Cc1nnc(Nc2ccc(C(=O)NC)cc2)c2ccccc12	·	-0.6	·	1	·	0.2	-16	-4

Compounds above that have a thiophene ring, fused or not (two):
SMILES	RAD54 branch	F508del corr	INS-1E GSIS act	ARNT TACC3 PPI	esBAF inh	XiGFP reactiv	RAD52 anneal inh	ERAP1 inh
CO/N=C1\CCCc2c(C(=O)NN)sc(SC)c21	-16	-0.1	7	-7	·	0.0	-61	-2
Fc1ccc(Cc2nnc(-c3cccs3)o2)cc1	2	0.3	3	-1	?	0.2	-9	-3

Continuation.
SMILES	RAD54 branch	F508del corr	INS-1E GSIS act	ARNT TACC3 PPI	esBAF inh	XiGFP reactiv	RAD52 anneal inh	ERAP1 inh
C[C@@H]1CN([C@H](C)CO)S(=O)(=O)c2ccc(C#CCN(C)C)cc2O[C@@H]1CN(C)Cc1ccc(F)cc1	-6	-1.4	7	5	-4	-1.1	-4	2
Cc1cccc(-c2ccc([C@@H]3[C@@H](CO)N4C(=O)CN(C(=O)c5ccccc5)C[C@@H]34)cc2)c1	·	1.2	-14	·	·	0.5	-7	2
C[C@@H]1CCCCO[C@H](CN(C)C(=O)c2ccccc2)[C@@H](C)CN([C@H](C)CO)C(=O)c2cc(NS(=O)(=O)c3ccc(F)cc3)ccc2O1	-4	1.9	-2	1	4	0.2	16	0
O=C(OCc1nc2ccsc2c(=O)[nH]1)c1ccco1	·	5.8	2	9	·	0.1	2	1
Cc1cc(C)nc(N/N=C/c2ccccc2OCc2ccc(Br)cc2)n1	-1	·	15	4	·	0.1	-15	1
O=[N+]([O-])/C(C(Cl)=C(Cl)Cl)=C(/Sc1ccccc1)N1CCCCC1	·	0.7	·	11	·	0.1	-11	0
Cc1nccn1CCC(=O)O	-2	·	5	-4	-4	·	·	·
CS(=O)(=O)N1Cc2cc(C(=O)NCC3CC3)nc(-c3cccc(-c4cncnc4)c3)c2[C@@H]1CCO	·	-0.6	12	·	·	0.0	-10	-1
O=[N+]([O-])c1ccc(C=NN2CCNC2=S)o1	-8	-4.2	-1	·	5	0.0	-19	6
CC(C)CC#Cc1ccc([C@@H]2[C@H](CO)N3C(=O)CN(C(=O)Nc4cc(F)ccc4F)C[C@@H]23)cc1	·	6.3	-6	·	·	0.0	11	1
C=CCN(CC=C)CCOc1ccc2ccccc2c1	·	·	16	·	·	0.1	3	2
Cc1[nH]c(C)c2c(=O)n(-c3ccccc3)ncc12	9	-3.9	·	29	19	0.1	-6	4
CC(=O)N1CCCCN2[C@@H](CO)[C@H](c3ccc(-c4ccccc4)cc3)[C@@H]2C1	5	-0.3	2	-4	2	0.7	1	-8
C=CCOC(=O)C1=C(C)Nc2[nH]c(=O)[nH]c(=O)c2C1c1ccccc1 (stereo not given)	·	2.4	3	-4	·	0.6	14	-2
Cc1cc(NC(=O)CSc2nc(-c3ccccc3)c(C#N)c(=O)[nH]2)no1	6	·	10	0	-2	·	·	·
O=C1CS/C(=C/C(=O)c2ccccc2)N1	-5	·	14	-4	-1	·	·	·
S=C(NCCN(C1CCCCC1)C1CCCC1)Nc1cccc(Cl)c1	7	-0.6	3	32	-51	0.0	-16	-2
CC(=O)N1c2ccc(S(=O)(=O)NCc3ccccc3Cl)cc2CC1C (stereo not given)	24	0.7	-12	2	-2	0.0	-7	-1
COc1cc2c(cc1OC)C(C)N(C(=O)c1cc(Cl)nc(Cl)c1)CC2 (stereo not given)	0	1.5	-1	5	-12	0.1	-16	-1
COc1cc(C(=S)N2CCCC2)ccc1OCc1ccccc1	3	4.7	6	4	29	0.2	-17	-2
Cc1ccc(/C=N/N2CCN(C3c4ccccc4-c4ccccc43)CC2)o1	·	0.9	-15	6	·	0.1	-10	5
COc1cc(C(=O)NC2CCCc3ccccc32)cc(OC)c1C (stereo not given)	-8	0.3	2	-1	6	0.0	0	-3
C[C@H]1CCCCO[C@@H](CN(C)Cc2ccncc2)[C@@H](C)CN([C@@H](C)CO)C(=O)c2cc(NC(=O)Cc3ccccc3)ccc2O1	5	-2.5	-15	-1	-3	0.0	11	1
CCCS(=O)(=O)N1CCCC(C(=O)NCCc2ccccc2)C1 (stereo not given)	-3	·	2	-13	5	0.1	-7	0
C[C@@H]1CN([C@@H](C)CO)C(=O)c2cc(NC(=O)c3ccncc3)ccc2O[C@H]1CN(C)C(=O)NC1CCCCC1	4	1.2	18	3	1	-0.5	-8	0
C[C@H](CO)N1C[C@H](C)[C@@H](CN(C)Cc2ccccc2)OCCCC[C@H](C)Oc2ccc(NC(=O)c3ccccc3)cc2C1=O	9	0.5	-11	1	4	0.0	·	·
COc1ccc(CN(C)C(=O)Cn2cnc3c(SC)nc(N)nc32)cc1OC	1	-0.6	1	0	8	0.1	-13	1
C[C@H]1CN([C@@H](C)CO)C(=O)c2cc(NC(=O)Cc3ccccc3)ccc2O[C@@H]1CN(C)S(=O)(=O)c1ccccc1	3	0.3	3	-3	3	-0.1	-23	0
Cn1c(-c2ccc(Cl)nc2)nc2ccccc21	-4	-2.7	7	-7	24	0.0	-2	-4
COc1ccccc1CNc1nc(NCc2ccc3occc3c2)c2sccc2n1	3	8.0	-11	·	-9	-0.1	-7	-2
C[C@@H]1CCCCO[C@@H](CN(C)C(=O)Nc2ccccc2)[C@@H](C)CN([C@H](C)CO)C(=O)c2cc(NC(=O)Nc3ccc(F)cc3)ccc2O1	-7	-0.6	10	-7	-4	0.2	-11	-5
Cc1ccc(C)c(NC(=O)COC(=O)c2cccc(S(=O)(=O)N3CCCC3)c2)c1	6	0.7	·	·	6	0.3	-16	-1
COCCNC(=O)c1onc(CSc2cccc(OC)c2)c1C(=O)NCCOC	-1	-0.1	1	3	-2	0.2	-16	0
Cc1cccc2nc(CSC(=N)N)c(Br)n12	·	0.9	·	-3	·	0.1	6	6
CC(C)CCn1c(N2CCC(C(N)=O)CC2)nc2c1c(=O)[nH]c(=O)n2C	4	·	6	0	3	·	-9	2
CCN(C(=O)COC(=O)CSc1ccc(C)cc1C)c1c(N)n(Cc2ccccc2)c(=O)[nH]c1=O	-6	-2.6	60	-7	-1	-0.1	-4	6
Cc1ccc(CNS(=O)(=O)c2c(C(=O)N3CCCCC3)c(C)n(C)c2C)cc1	-7	-1.9	4	-1	-1	0.1	-9	-5
CCCCOC(=O)c1ccc(Nc2ccc([N+](=O)[O-])cn2)cc1	·	-1.0	7	-1	·	0.0	-2	3
COc1ccc(C(=O)NC(=S)Nc2ccc(Cl)cn2)cc1OC	·	-3.7	1	-3	·	0.3	-14	1
Cc1cc(=O)oc2c3c(cc(OCC(=O)NCc4ccco4)c12)OC(C)(C)CC3	-6	-0.3	12	10	-4	·	-4	2

From PubChem
